# Source: PubChem BioAssay (several laboratories)
# NOD1 inhibition: inhibition of NOD1-driven NF-kB reporter – cell-based, luminescence, uHTS, primary screen (AID 1578); NOD1-driven NF-kB luciferase reporter cells, luminescence; higher % means a stronger effect; inhibition, % at 4 µM, or EC50 in µM where a hit was titrated; 290,000 compounds, 1% hits; in the data active = inhibition mostly above about 36%, no sharp cut-off; inactive = mostly below about 34%;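 also: HEK-293T reporter cells stimulated with the NOD1 agonist gamma-tri-DAP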
# GPR55 activation: GPR55 agonists via beta-arrestin recruitment, primary screen, imaging, U2OS cells, beta-arrestin-GFP redistribution (AID 1961); U2OS GPR55 beta-arrestin-GFP redistribution imaging; higher % means a stronger effect; 290,000 compounds, 0.048% hits; one-dose activation, % at 10 µM; EC50 in µM for titrated hits;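 active = activation above 40% with more than 50 cells counted in the well; inconclusive = wells holding fewer than 50 cells, flagged as toxic or sparse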;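 also: U2OS osteosarcoma cells stably expressing GPR55 and beta-arrestin-GFP; plate controls were DMSO negative control for no effect and LPI positive control for full effect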
# NTR1 agonist: agonists of NTR1, primary screen, imaging, U2OS cells, beta-arrestin-GFP, high content (AID 493036); 330,000 compounds, 0.17% hits; NTR1-U2OS beta-arrestin-GFP spot imaging, agonist mode; P30989; activation, % at 20 µM;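 active = activation at or above 40% of the spot to cytoplasm intensity ratio, with at least 20 cells analyzed; inconclusive = wells under 20 cells, flagged as cytotoxic or low count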;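 also: 0% = DMSO without peptide and 100% = 100 nM NTR1 peptide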
# Target sequence (P30989 whole entry, looked up): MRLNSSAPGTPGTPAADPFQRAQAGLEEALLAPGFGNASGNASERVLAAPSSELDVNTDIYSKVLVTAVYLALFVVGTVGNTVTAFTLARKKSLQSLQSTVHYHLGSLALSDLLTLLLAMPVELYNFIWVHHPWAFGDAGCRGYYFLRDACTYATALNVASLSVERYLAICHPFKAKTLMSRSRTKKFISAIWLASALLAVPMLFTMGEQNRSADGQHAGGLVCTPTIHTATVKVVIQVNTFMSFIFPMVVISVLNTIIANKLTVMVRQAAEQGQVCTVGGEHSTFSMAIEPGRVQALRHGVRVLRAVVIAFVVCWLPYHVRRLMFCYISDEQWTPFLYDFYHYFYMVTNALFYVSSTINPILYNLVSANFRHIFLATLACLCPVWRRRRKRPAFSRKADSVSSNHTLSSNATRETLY
# GPR55 antagonists: inhibition of LPI-stimulated GPR55 beta-arrestin translocation – imaging, U2OS, beta-arrestin-GFP, LPI agonist, primary screen (AID 2013) | U2OS GPR55 beta-arrestin-GFP translocation imaging, LPI antagonism; higher % means a stronger effect | one-dose inhibition, % at 10 µM; IC50 in µM for titrated hits | 290,000 compounds, 0.13% hits;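 active = spots per cell inhibited over 60%, with over 100 cells counted and total cytoplasm intensity under 500,000; inconclusive = wells with under 100 cells, flagged as likely toxic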;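 also: U2OS cells stably carrying GPR55 and arrestin-GFP stimulated by 5 µM LPI near EC80; imaged beta-arrestin-GFP aggregate spots per cell after agonist stimulation; plate controls were LPI-stimulated DMSO wells for no effect and DMSO wells without LPI for full effect; some results filed as inactive read as strong as hits; confirmed hits need IC50 under 10 µM and bright autofluorescent wells are also inconclusive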
# K1F lysis inhibition: protection from phage-mediated lysis, alamar blue read-out – E. coli UTI89, K1F phage, bacterial capsule biogenesis inhibitors (AID 488966); E. coli UTI89 K1F phage lysis, alamar blue, 2 h; higher % means a stronger effect; inhibition, % at 100 µM, or IC50 in µM where a hit was titrated; 340,000 compounds, 0.02% hits;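 active = phage lysis inhibition, versus mean bacterial control, above a set limit; inconclusive = no clear call, values can overlap the other calls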;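 also: capsule biogenesis inhibitors block K1F phage lysis so surviving cells raise fluorescence; higher fluorescence means more inhibition of phage lysis; actives were called in the ten point dose series up to 300 µM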
# GPR35 arrestin U2OS: GPR35 antagonists blocking zaprinast-driven arrestin recruitment, primary screen, imaging, U2OS, beta-arrestin-GFP, zaprinast agonist (AID 2058) | U2OS GPR35 beta-arrestin-GFP translocation imaging, zaprinast antagonism; higher % means a stronger effect | inhibition, % at 10 µM; hits with a dose series show IC50 in µM | 290,000 compounds, 0.052% hits;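 active = inhibition of at least 50% with at least 30 cells and total cytoplasm GFP at most 10,000,000; inconclusive = under 30 cells or total GFP of 10,000,000 plus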
# KOR beta-arrestin-1: kappa opioid receptor blockers – cell-based, luminescence, uHTS (AID 1778); KOR beta-arrestin recruitment, luminescence, antagonist mode; higher % means a stronger effect; inhibition, % at 10 µM; hits with a dose series show IC50 in µM; 290,000 compounds, 0.091% hits; in the data active = inhibition above about 50%; also: strong numbers were not always called active
# KOR beta-arrestin-2: KOR agonists, beta-arrestin recruitment, primary screen, cell-based, luminescence, uHTS (AID 1777). 280,000 compounds, 0.02% hits. KOR beta-arrestin recruitment, luminescence; higher % means a stronger effect. activation, % at 10 µM; hits with a dose series show EC50 in µM; in the data active = activation above about 50%, passing the limit was not always enough; also: a part of the inactive calls stands beside numbers as strong as those of hits
# MgcRacGAP inhibition: MgcRacGAP GTPase-activating activity inhibitors, confirmation, biochemical, ADP Hunter fluorescence; MgcRacGAP-stimulated Rac1 GTP hydrolysis, ADP Hunter fluorescence; higher % means a stronger effect; GST-tagged Rac1 F28L mutant substrate; 340,000 compounds, 0.6% hits; one-dose inhibition, % at 30 µM; IC50 in µM for titrated hits;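 active = first-screen hits whose inhibition reached a set limit at any dose in the follow-up dose series; inconclusive = inhibition above the set first-screen limit but never retested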;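 also: fluorescence reports GDP produced by GAP-driven GTP hydrolysis; strong numbers were not always called active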
# NTR1 agonist cell count 20 µM: further read-out of NTR1 agonist, marked with its call; cell count; measured here: cell count, cytotoxicity flag
# An asterisk follows results filed as active; i = inactive; ? = inconclusive; / = no result given; [ ] = remark or other dose. An excerpt; the hit share may differ from the screen's.
# Screens in order – NOD1 inhibition	GPR55 activation	NTR1 agonist	NTR1 agonist cell count 20 µM	GPR55 antagonists	K1F lysis inhibition	GPR35 arrestin U2OS	KOR beta-arrestin-1	KOR beta-arrestin-2	MgcRacGAP inhibition
1) Cc1[nH]nc(SCC(=O)Nc2ccc(C#N)cc2)c1[N+](=O)[O-]
    -12%	-0.2%	-2.8	148	-5%	2.3%[50 µM]	-1%	-12%	0.4%	2%
2) COc1ccc(-c2cn(-c3ccc(Br)cc3)c3[n+]2CCS3)cc1
    -4%	0.1%	1.2	43	-3%	4.4%	-4%	-35%	1.5%	14%
3) O=C(C1=C(O)C(=O)N(CCN2CCOCC2)C1c1cccc(F)c1)c1cc2ccccc2o1 (stereo not drawn)
    -16%	-0.2%	-1.3	46	-5%	0.1%	-4%	11%	3.4%	5%
4) Cc1ccccc1C(=O)c1cccn1CC(=O)N1CCCCCC1
    8%	-0.1%	-0.1	32	3%	-0.5%	-1%	-20%	0.6%	-2%
5) NC(=O)Nc1ccc(Nc2ccccc2)cc1
    -15%	-0.2%	0.8	51	4%	-1.4%[50 µM]	-10%	-2%	3.2%	?
6) COc1ccccc1-n1cnc2cc(NS(=O)(=O)c3ccc(Br)cc3)ccc21
    18%	-0.1%	1.8	103	-4%	0.1%	12%	-5%	1.7%	-20%
7) COc1cc(NC(=O)COc2cc3oc(=O)cc(C)c3cc2Cl)cc(OC)c1OC
    -6%	-0.2%	1.1	53	5%	0.1%	-27%	-14%	-3.2%	-5%
8) O=C(COC(=O)c1ccccc1O)Nc1ccc(OC(F)F)cc1
    21%	-0.1%	1.0	56	4%	-0.3%	0%	0%	-4.6%	6%
9) O=C(/C=C/c1cccs1)NC(=S)Nc1ccccc1
    -32%	-0.1%	11	52	-2%	0.5%	-8%	4%[20 µM]	-4.6%	-1%
10) Cc1ccccc1N=C1NC(=O)/C(=C/c2cccn2-c2cccc(C(=O)O)c2)S1
    -5%	-0.1%	2.6	86	-2%	/	-8%	-19%[20 µM]	-3.9%	/
11) O=C(C/C=N\OCc1c(Cl)cccc1Cl)Oc1ccc(Cl)cc1Cl
    -3%	0.0%	-0.8	33	-8%	1.6%	4%	-21%	-3.8%	11%
12) CC(C)N1C(=O)CCC1C(=O)N1CCN(c2ccccn2)CC1 (stereo not drawn)
    -28%	0.3%	-2.8	91	1%	-0.2%	3%	12%	2.2%	12%
13) CCc1cc(=O)n2[nH]c(-c3ccccc3)c(-c3ccccc3)c2n1
    7%	-0.2%	6.1	89	-1%	0.4%[50 µM]	-1%	-43%	2.1%	8%
14) COc1cccc(-c2nc(CS(=O)(=O)CC(=O)Nc3cccc(C(C)=O)c3)c(C)o2)c1
    -2%	0.2%	-0.4	60	0%	-0.3%	4%	-26%	1.1%	1%
15) COc1ccc(-c2noc(N3CCC(C(=O)NC(C)c4ccccc4)CC3)n2)cc1 (stereo not drawn)
    -7%	0.6%	1.4	83	-7%	i	-12%	18%[20 µM]	-0.8%	3%
16) CCCOC(=O)c1ccc(NC(=O)CSC2=Nc3ccccc3C3CC=NN23)cc1 (stereo not drawn)
    -33%	-0.2%	7.9	81	8%	-0.4%	14%	-6%	36%	0%
17) Cc1cc(C)c(C#N)c(SCc2nnc(-c3ccccc3[N+](=O)[O-])o2)n1
    -26%	-0.1%	4.7	49	2%	-0.7%	6%	-48%[20 µM]	-2.2%	3%
18) CC(=O)Oc1ccc(N2C(=O)C3C(C2=O)C(C(=O)c2ccc(Cl)cc2)N2CCCC32)cc1 (stereo not drawn)
    1%	-0.3%	1.4	40	7%	-1.5%	6%	43%	8.1%	2%
19) COc1ccccc1C/C(N)=N/OC(=O)COc1cccc(C)c1
    -15%	-0.3%	1.8	73	2%	4.0%[50 µM]	2%	18%	7.8%	2%
20) CCN(CC)S(=O)(=O)c1ccc(C(=O)Nc2nnc(CSC)o2)cc1
    -33%	0.1%	-0.5	114	4%	0.3%	10%	-23%	-1.6%	3%
21) CCOC(=O)Cn1nc2sc3ccccc3n2c(=O)c1=O
    -8%	-0.2%	-0.1	46	5%	-3.1%	-2%	23%	1.8%	-14%
22) O=C(NCc1ccncc1)Nc1ccccc1Cl
    -20%	-0.2%	4.0	75	10%	-0.1%	-7%	-12%	/	4%
23) COC(=O)C(CC(C)C)Oc1ccc2c(C)cc(=O)oc2c1 (stereo not drawn)
    -4%	-0.1%	0.1	89	12%	4.6%	-7%	-43%	1.7%	4%
24) Cc1ccc(/C=N/Nc2ccnc3cc(Cl)ccc23)c(C)c1
    -15%	-0.1%	7.2	57	-2%	-0.1%	5%	-20%	3.0%	7%
25) O=C(O)c1cccc(Nc2ncnc3c2cnn3-c2ccccc2)c1
    -39%	0.2%	0.0	54	14%	0.4%	3%	-12%	8.2%	13%
26) N#CC1=C(N)Oc2cc(O)c(Cl)cc2C1c1cccnc1 (stereo not drawn)
    19%	-0.2%	0.6	66	-6%	-0.1%	19%	15%	-1.8%	-2%
27) Cc1nc(C(=O)NCC(=O)c2ccccc2)c(C(F)(F)F)o1
    -2%	-0.4%	0.2	53	6%	-0.5%	8%	-1%	-1.9%	-6%
28) Cc1cccc(C)c1OCc1nnc(SCC(=O)Nc2nccs2)o1
    -5%	-0.1%	-0.9	81	3%	-0.7%	4%	-20%	10%	6%
29) CC1CCCC(NC(=O)CCCn2c(=O)[nH]c3cc(Cl)ccc3c2=O)C1C (stereo not drawn)
    -4%	0.0%	5.8	86	15%	-0.3%	9%	15%	-3.3%	-2%
30) O=S1(=O)N[C@@H](CC2=CCCCC2)C2CCCCC2O1 (stereo partly drawn)
    -8%	0.8%	2.8	90	-1%	-0.2%	-11%	-22%[20 µM]	/	1%
31) C(=C\c1ccccc1)/C=N/Nc1nc(N2CCCCC2)nc(N2CCCCC2)n1
    25%	0.2%	0.5	44	-1%	0.2%	-17%	-7%	2.3%	7%
32) CC1(C)Cc2c(cnn2-c2ccccc2)C(NC(=O)C2(C(N)=O)CC2)C1 (stereo not drawn)
    -33%	0.3%	-0.6	71	5%	0.0%	-4%	3%	-1.9%	9%
33) Cc1ccc(N/N=C/c2ccc(N3CCOCC3)cc2)cc1C
    -1%	0.2%	-0.4	53	-1%	1.1%	-5%	5%	2.8%	24%
34) CCCN(CC1CC1)C(=O)CSc1nnc(-c2ccco2)n1N
    34%	0.0%	0.1	39	2%	/	-9%	-4%	2.1%	/
35) COc1ccc(/C=N/NC(=O)c2ccncc2)cc1CN1CCOCC1
    0%	-0.1%	-0.5	73	6%	1.2%	4%	43%	-1.0%	5%
36) Nc1ccc(NC(=O)c2cccc(C(=O)Nc3ccc(N)cc3Cl)c2)c(Cl)c1
    -9%	0.0%	0.1	38	-17%	0.0%	7%	-25%	-1.3%	3%
37) O=C(N/N=C/c1ccccc1[N+](=O)[O-])c1ccc2nc[nH]c2c1
    -2%	0.6%	1.4	50	-1%	-0.7%	12%	2%	-0.7%	9%
38) Cn1cc([N+](=O)[O-])c(C(=O)NCc2cc3cc(Cl)ccc3[nH]2)n1
    -39%	0.4%	1.0	37	-4%	1.9%	2%	-22%	0.0%	2%
39) CCOC(=O)C1=C(C)NC(=O)CC1c1cc(OC)c(OC)cc1Br (stereo not drawn)
    -2%	-0.1%	1.3	83	0%	-3.5%	-1%	-12%	1.1%	2%
40) CC1CCCCN1CC(=O)Nc1ccc(Oc2ccccc2)cc1 (stereo not drawn)
    -9%	-0.1%	4.1	59	25%	2.5%	15%	3%	-1.1%	9%
41) O=C(O)C1=C[C@@H](c2ccc(C(F)(F)F)cc2)C[C@@H](OCc2ccc(CO)cc2)O1
    -17%	0.2%	0.8	78	9%	0.6%	-1%	-6%	-4.3%	7%
42) O=C(NC(=S)Nc1ccccc1[N+](=O)[O-])c1ccccc1Cl
    -8%	0.5%	0.1	65	3%	-0.9%	-2%	28%	3.9%	6%
43) Cc1ccc(S(=O)(=O)N2CCC(N3CCN(C)CC3)CC2)cc1Cl
    -35%	0.4%	-1.2	50	5%	0.0%	19%	-20%	2.0%	-1%
44) COc1ccc(/C=N/NC(=O)Cn2c(Cc3ccc(OC)c(OC)c3)nc3ccccc32)cc1OC
    -30%	-0.1%	-0.9	45	-6%	-14%	1%	/	/	3%
45) O=C(COC(=O)CNC(=O)c1ccc(Cl)cc1)Nc1ccc(Cl)cc1C(F)(F)F
    -17%	0.3%	-2.5	62	8%	0.3%	-7%	25%	-2.3%	7%
46) Cc1ccc(-c2nc3ccccc3nc2NN)cc1
    -13%	-0.1%	0.5	45	-8%	1.6%	16%	15%	-0.7%	0%
47) CC(=O)c1cccc(NC(=O)N2CCCc3ccccc32)c1
    -11%	-0.1%	0.5	77	40%	3.7%	-4%	-19%	8.2%	8%
48) COc1ccc(CC(=O)NNC(=O)CCC(=O)Nc2cc(C)ccc2C)cc1
    -7%	-0.1%	0.1	102	-4%	0.1%	-10%	-23%[20 µM]	-2.5%	6%
49) O=C(CCN1C(=O)C2C3C=CC(C3)C2C1=O)N1CCN(c2ccccn2)CC1 (stereo not drawn)
    -25%	0.2%	2.5	51	11%	0.7%	9%	28%	5.2%	5%
50) O=C(Nc1c(-c2ccccc2)nc2ncccn12)c1cc2ccccc2oc1=O
    -30%	0.8%	1.4	90	-4%	1.0%	-12%	19%	0.9%	15%

# Record cards, from the list above. Order of screens: NOD1 inhibition | GPR55 activation | NTR1 agonist | NTR1 agonist cell count 20 µM | GPR55 antagonists | K1F lysis inhibition | GPR35 arrestin U2OS | KOR beta-arrestin-1 | KOR beta-arrestin-2 | MgcRacGAP inhibition
# `COc1ccc(-c2cn(-c3ccc(Br)cc3)c3[n+]2CCS3)cc1` across the screens: -4% | 0.1% | 1.2 | 43 | -3% | 4.4% | -4% | -35% | 1.5% | 14%
# `O=C(NC(=S)Nc1ccccc1[N+](=O)[O-])c1ccccc1Cl` across the screens: -8% | 0.5% | 0.1 | 65 | 3% | -0.9% | -2% | 28% | 3.9% | 6%
# `N#CC1=C(N)Oc2cc(O)c(Cl)cc2C1c1cccnc1` (stereo not drawn) across the screens: 19% | -0.2% | 0.6 | 66 | -6% | -0.1% | 19% | 15% | -1.8% | -2%

# Taken from above.
# Value for compound 45 in NOD1 inhibition: -17%
# Value for compound 46 in GPR55 antagonists: -8%
# Value for compound 50 in KOR beta-arrestin-1: 19%
# Value for compound 41 in GPR35 arrestin U2OS: -1%
